From PubChem
Autophagy mod: modulators of autophagy | 190,000 tested, 0.98% active | AID 463193 | calls only at 10 µM (by protocol) | MEF GFP-LC3 puncta imaging; test concentration mostly 10 µM;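 active = percentage of spot-positive cells more than 3 SD above its plate mean, without a fluorescence outlier flag or 80% toxicity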;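 also: spot-positive cell cutoff set from DMSO-treated cells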
ER stress rescue: protection against thapsigargin-triggered cell killing – 384-well, CSM14.1, ATP luminescence, primary screen (AID 1222); 190,000 tested, under 10 active; CSM14.1 thapsigargin-induced death rescue, ATP luminescence; higher % means a stronger effect; cellular ATP content (survival), % at 20 µM; hits with a dose series show EC50 in µM;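 active = EC50 below 50 µM in the dose-response confirmation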;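 also: death triggered by thapsigargin at about 15 µM added after 2 h compound pretreatment; cell ATP read after overnight thapsigargin exposure of roughly 18 to 22 hours; normalized against plate controls of thapsigargin alone and 5% DMSO vehicle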
MT stabilize HCS: stabilizes microtubules in HeLa cells. HeLa tubulin immunostaining HCS, 24 h; share of cells brighter than vehicle mean+2SD. % tubulin-high responders, % at 10 µM. 200,000 tested, 0.83% active;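 active = plate Z-score above 3 for both tubulin-high and condensed-nucleus cell shares, with cell loss under 80%, at 10 µM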;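 also: anti alpha tubulin signal scored within the nucleus-defined area of each cell; some results filed as inactive read as strong as hits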
P. falciparum M1AAP: malaria alanyl aminopeptidase activity blockers – biochemical, fluorogenic H-Leu-NHMec substrate, 1536-well (AID 1445) | inhibition, % at 30 µM; hits with a dose series show IC50 in µM | recombinant M1AAP, H-Leu-NHMec fluorogenic kinetic assay; higher % means a stronger effect | 220,000 tested, 0.42% active;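 active = primary inhibition above the hit cutoff, then over 50% inhibition at one or more dose response concentrations, cut at about 23% in these data, passing the limit was not always enough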;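 also: plate controls were DMSO full reaction for no effect and no enzyme background for full effect; strong numbers were not always called active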
UTI89 phage lysis: inhibition of K1F phage lysis, E. coli UTI89, bacterial capsule biogenesis inhibitors, alamar blue (AID 488966). E. coli UTI89 K1F phage lysis, alamar blue, 2 h; higher % means a stronger effect. one-dose inhibition, % at 100 µM; IC50 in µM for titrated hits. 340,000 tested, 0.02% active;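 active = phage lysis inhibition, versus mean bacterial control, above a set limit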;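 also: capsule biogenesis inhibitors block K1F phage lysis so surviving cells raise fluorescence; higher fluorescence means more inhibition of phage lysis; actives were called in the ten point dose series up to 300 µM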
Ins promoter up: MIN6 insulin promoter up-regulation. MIN6 insulin promoter-GFP reporter, high-content imaging; stronger effect = higher value. AID 1625. z-score at 5 µM. 190,000 tested, 0.3% active;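 active = z-score above 3 at 5 µM with at least 500 cells counted in the well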
Dynein transport: blocks dynein driven cargo transport along microtubules; 3617.4 mouse cells, GR-EGFP nuclear translocation imaging; test concentration mostly 20 µM; stimulated with dexamethasone, 1 µM; stronger effect = lower value; AID 1381; 220,000 tested, 0.47% active; z-score, hits read low;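 active = plate z-score of nuclear minus cytoplasmic receptor signal below a set negative limit, without overly bright fluorescence or cell loss, cut at about -3.5 in these data, passing the limit was not always enough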;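 also: z-score of nuclear minus cytoplasmic ring GR-EGFP intensity difference per well; some compounds called inactive have numbers as strong as hits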
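Medium: Induction medium lacking tetracycline, stripped serum | Probe or stimulus: 1.0 µM final dexamethasone stimulus | Schedule: 48 h induction, then 1 h compound, then 30 min agonist, 37 °C | Signal: Automated 10x imaging of fixed Hoechst-stained cells | Evaluation: Per-cell GR-EGFP intensity, nucleus versus surrounding cytoplasmic ring, well-averaged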
P. falciparum M17LAP: P. falciparum M17LAP inhibitors, primary screen, biochemical, fluorogenic H-Leu-NHMec substrate, 1536-well (AID 1619); inhibition, % at 30 µM, or IC50 in µM where a hit was titrated; 220,000 tested, 0.38% active; recombinant M17LAP, H-Leu-NHMec fluorogenic kinetic assay; higher % means a stronger effect;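 active = compound inhibiting the enzyme by more than half at any dose during confirmatory dose-response retesting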;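 also: plate controls were full reaction with DMSO carrier for no effect and no enzyme background for full effect; strong numbers were not always called active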
bCat nuc transl: beta-catenin nuclear translocation modulation. HeLa beta-catenin nuclear translocation, immunofluorescence imaging. nuclear translocation activity, % at 5 µM. 190,000 tested, 0.3% active;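 active = nuclear translocation activity above 50% at 5 µM, with a well cell count of 50 or more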;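 also: per-cell ratio of nuclear to cytoplasmic median beta-catenin stain intensity; plate controls were DMSO negative control for no effect and GSK-3 inhibitor IX positive control for full effect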
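Test system: human HeLa cells, endogenous beta-catenin. Times: 24 h compound exposure, 37°C. Measured by: beta-catenin immunofluorescence imaging with DAPI.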
Dynein transport cytoplasmic EGFP: second read-out of Dynein transport, no call of its own (marks repeat the call); z-score; measured here: cytoplasmic GR-EGFP intensity; stronger effect = higher value
Dynein transport nuclear GR-EGFP: further read-out of Dynein transport, marked with its call; z-score; measured here: nuclear GR-EGFP intensity;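 lower value marks the stronger effect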
Dynein transport cell count: second read-out of Dynein transport, no call of its own (marks repeat the call); z-score; measured here: cell count per field
Ins promoter up cell count: further read-out of Ins promoter up, marked with its call; cell count; measured here: cytotoxicity, nuclei count;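 total cells summed across four imaged fields per well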
bCat nuc transl cell count 5 µM: second read-out of bCat nuc transl, no call of its own (marks repeat the call); cell count; measured here: cell count, cytotoxicity flag
MT stabilize HCS Hoechst-high %: recorded beside MT stabilize HCS, whose call it bears; % Hoechst-high responders; measured here: nuclear condensation Hoechst responders;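 share of cells brighter than vehicle mean plus two SD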
MT stabilize HCS cytotoxicity %: also measured in MT stabilize HCS; calls as there; toxicity, %; measured here: cytotoxicity by cell density;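 0% = mean cell density of plate MIN control wells and 100% = no cells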
Autophagy mod cell loss 18 h: recorded beside Autophagy mod, whose call it bears; toxicity, %; measured here: cell loss, nuclei count;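 cell loss after 18 h compound exposure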
Active calls of the source: *; i = inactive; . = not tested or not shown; [ ] = remark or other dose.

#1 O=C(C1CCN(Cc2ccc(F)cc2)CC1)N(CCO)Cc1ccccc1
#2 Cc1ccc(Cl)cc1NC(=O)CC1NCCNC1=O (stereo unspecified)
#3 CCNC(=O)c1c(O)c2c([nH]c1=O)CCCC2
#4 C(=N\Nc1ccc2nncn2n1)/c1ccco1
#5 CC(C)n1nc(C(=O)NCCc2ccc(S(N)(=O)=O)cc2)c2ccccc2c1=O
#6 CCC(=O)Nc1nn(C)c2nc3c(C)cccc3cc12
Compound	1	2	3	4	5	6
Autophagy mod	i	i	.	.	i	i
Autophagy mod cell loss 18 h	-2	2	.	.	1	-1
ER stress rescue	-1.4%	-0.7%	.	.	-1.1%	-0.6%
MT stabilize HCS	3.2	3.2	.	.	2.8	2.4
MT stabilize HCS Hoechst-high %	0.2	2.2	.	.	1.4	1.6
MT stabilize HCS cytotoxicity %	36	7.5	.	.	4.8	7.1
P. falciparum M1AAP	-1%	0%	-2%	6%	1%	5%
UTI89 phage lysis	-0.5%	0.4%	0.0%	-0.6%	2.7%[50 µM]	0.8%
Ins promoter up	.	.	0.27	0.47	-0.27	0.46
Ins promoter up cell count	.	.	1083	956	1189	1237
Dynein transport	-0.67	0.5	0.11	0.66	0.18	-1.1
Dynein transport cytoplasmic EGFP	0.038	-0.26	-0.19	-0.17	-0.13	-0.25
Dynein transport nuclear GR-EGFP	0.14	0.24	0.64	0.81	-0.044	-1
Dynein transport cell count	-0.27	-0.16	-0.76	-0.76	0.57	0.14
P. falciparum M17LAP	1%	-2%	6%	18%	7%	4%
bCat nuc transl	.	-0.2	-0.6	-0.3	-10	-2.5
bCat nuc transl cell count 5 µM	.	1166	1276	1338	1049	1259

#7 COc1ccc(C(=O)CC(Nc2ccc([N+](=O)[O-])cc2)c2ccc(Cl)cc2)cc1 (stereo unspecified)
#8 Cc1ccc2c(c1)C(c1ccc(F)cc1)N(C(=O)C1CC1)CC(=O)N2 (stereo unspecified)
#9 O=C(COC(=O)c1ccc(NS(=O)(=O)c2cccs2)cc1)NCC1CCCO1 (stereo unspecified)
#10 CCOC(=O)NC(=O)/C(C#N)=N\Nc1ccc(Cl)cc1
#11 COCCCNC(=O)/C=C1\Sc2ccccc2N(Cc2ccccc2F)C1=O
#12 O=c1oc(-c2ccc(F)cc2)nc2ccsc12
Compound	7	8	9	10	11	12
Autophagy mod	i	i	i	i	i	i
Autophagy mod cell loss 18 h	-23	1	27	-2	5	6
ER stress rescue	-0.6%	-1.0%	-1.1%	3.5%	0.5%	2.8%
MT stabilize HCS	1.6	4.7	0.1	0.9	3.1	1.6
MT stabilize HCS Hoechst-high %	1.0	2.1	2.2	1.0	1.7	1.8
MT stabilize HCS cytotoxicity %	2.5	6.6	7.1	14	14	6.5
P. falciparum M1AAP	2%	2%	0%	14%	10%	6%
UTI89 phage lysis	5.5%	0.3%	-0.1%	0.3%	-0.7%[50 µM]	1.1%
Ins promoter up	-0.7	0.4	-0.04	-0.37	.	0.08
Ins promoter up cell count	1535	897	1083	983	.	716
Dynein transport	0.26	1.6	-0.11	0.3	0.57	-1.1
Dynein transport cytoplasmic EGFP	-0.22	-0.08	-0.3	-0.17	-0.13	-0.35
Dynein transport nuclear GR-EGFP	-0.017	1.4	0.21	0.0029	0.45	-0.67
Dynein transport cell count	-0.061	-1.3	-0.088	0.67	-0.2	0.76
P. falciparum M17LAP	3%	12%	5%	7%	9%	17%
bCat nuc transl	2.2	.	-0.3	.	-1.9	2.3
bCat nuc transl cell count 5 µM	967	.	1105	.	1068	1022

Quoted from the listing:
Under bCat nuc transl, cpd 2 shows -0.2
Under P. falciparum M17LAP, cpd 9 shows 5%

The listing picks up; the 2 compounds before the break are reprinted first.
#11 COCCCNC(=O)/C=C1\Sc2ccccc2N(Cc2ccccc2F)C1=O
#12 O=c1oc(-c2ccc(F)cc2)nc2ccsc12
#13 O=C1CN(c2nc(-c3ccccc3)c3cc(Br)ccc3n2)c2ccccc2N1
#14 N#Cc1cc2c(nc1SCC(N)=O)CCCCC2
#15 COC(C(=O)Nc1ccc(S(=O)(=O)Nc2cccc3ccccc23)cc1)c1ccccc1 (stereo unspecified)
#16 CCCCCCOC(=O)C(C#N)c1nc2ccccc2nc1N1CCCCC1 (stereo unspecified)
#17 O=C(CSc1ccc2nnc(-c3cccs3)n2n1)N1CCCC1
#18 CN1C(=O)C(CC(=O)Nc2ccc(F)cc2)N(CCCc2ccccc2)C1=S (stereo unspecified)
Compound	11	12	13	14	15	16	17	18
Autophagy mod	i	i	i	i	i	i	i	i
Autophagy mod cell loss 18 h	5	6	-27	-4	0	1	10	6
ER stress rescue	0.5%	2.8%	-0.3%	-1.4%	1.6%	-1.7%	.	-2.1%
MT stabilize HCS	3.1	1.6	2.3	2.0	2.9	2.0	2.6	1.5
MT stabilize HCS Hoechst-high %	1.7	1.8	1.4	1.9	2.9	2.5	2.7	1.1
MT stabilize HCS cytotoxicity %	14	6.5	6.3	8.0	7.4	22	7.8	9.7
P. falciparum M1AAP	10%	6%	0%	0%	3%	2%	18%	3%
UTI89 phage lysis	-0.7%[50 µM]	1.1%	.	0.5%	-0.9%	0.4%	0.2%	2.7%
Ins promoter up	.	0.08	-0.5	-0.62	-0.05	0.69	-0.12	-0.34
Ins promoter up cell count	.	716	1421	887	1291	1112	1152	1230
Dynein transport	0.57	-1.1	0.53	-1.2	0.04	-1.2	-0.9	-0.72
Dynein transport cytoplasmic EGFP	-0.13	-0.35	1.9	-0.12	-0.16	1.5	0.58	-0.21
Dynein transport nuclear GR-EGFP	0.45	-0.67	1.5	-0.72	9.6e-05	-0.41	-0.28	-0.48
Dynein transport cell count	-0.2	0.76	-0.32	1.1	-0.58	-0.26	0.17	0.97
P. falciparum M17LAP	9%	17%	0%	11%	-2%	1%	14%	6%
bCat nuc transl	-1.9	2.3	0.5	.	1.5	.	-2.2	0.1
bCat nuc transl cell count 5 µM	1068	1022	1410	.	1024	.	1053	1386

#19 CCOC(=O)CN1CC23C=CC(O2)C(C(=O)NCc2cccs2)C3C1=O (stereo unspecified)
#20 Cc1ccc(S(=O)(=O)N(c2nc(NC(C)C)nc(NC(C)C)n2)n2cnnc2)cc1
#21 CC12CCCc3c(O)cc(=O)n(c31)-c1ccccc12 (stereo unspecified)
#22 Cc1[nH]c2c(C)cccc2c1CCNC(=O)c1ccc2c(c1[N+](=O)[O-])C(=O)c1ccccc1C2=O
#23 O=Cc1cccn1-c1ncc(Br)cn1
#24 CC1=C2C(CCS2(=O)=O)CC2(C1)C(=O)OC(C)(C)OC2=O (stereo unspecified)
Compound	19	20	21	22	23	24
Autophagy mod	i	i	i	i	i	i
Autophagy mod cell loss 18 h	-3	0	-1	-34	-1	-2
ER stress rescue	4.1%	-0.5%	-0.1%	0.7%	-0.3%	-0.1%
MT stabilize HCS	3.1	2.5	3.5	4.2	4.0	2.3
MT stabilize HCS Hoechst-high %	1.3	1.7	2.0	2.1	2.5	1.3
MT stabilize HCS cytotoxicity %	3.2	6.3	1.3	5.1	3.2	7.3
P. falciparum M1AAP	-7%	-2%	3%	5%	8%	1%
UTI89 phage lysis	2.8%	-0.3%	2.3%[50 µM]	0.1%	0.2%	0.4%
Ins promoter up	-0.42	-0.28	-0.15	-0.32	0.14	-1.3
Ins promoter up cell count	991	1264	1200	1442	1306	1454
Dynein transport	0.82	1.4	-0.54	-1.5	0.88	-0.13
Dynein transport cytoplasmic EGFP	-0.16	-0.29	-0.26	-0.021	-0.41	-0.038
Dynein transport nuclear GR-EGFP	0.99	0.31	-0.12	-0.47	0.6	-0.21
Dynein transport cell count	-0.051	-0.72	0.49	-0.25	0.28	0.39
P. falciparum M17LAP	-8%	1%	0%	0%	17%	10%
bCat nuc transl	.	-1.7	-0.1	1.9	-2.2	-6.0
bCat nuc transl cell count 5 µM	.	958	491	1273	1116	960

#25 CC(=O)Nc1sc2c(c1C#N)CC(C)(C)NC2(C)C
#26 S=C(c1cn(CCOc2ccccc2)c2ccccc12)N1CCCC1
#27 NC(=O)c1c(NC(=O)C2CCCO2)sc2c1CCCC2 (stereo unspecified)
#28 CC(Sc1cccc[n+]1[O-])C(=O)Nc1cccc(S(=O)(=O)N2CCOCC2)c1 (stereo unspecified)
#29 O=C(O)CC1SC(=O)N(Cc2ccccc2)C1=O (stereo unspecified)
Compound	25	26	27	28	29
Autophagy mod	i	i	i	i	i
Autophagy mod cell loss 18 h	-1	-12	-6	7	-2
ER stress rescue	0.1%	-1.2%	-1.1%	-1.2%	-0.5%
MT stabilize HCS	3.8	2.0	2.5	9.5	2.3
MT stabilize HCS Hoechst-high %	1.8	1.4	3.6	2.0	2.1
MT stabilize HCS cytotoxicity %	1.8	7.3	10	2.4	10
P. falciparum M1AAP	1%	10%	3%	14%	6%
UTI89 phage lysis	1.3%	-1.1%	4.2%	1.2%[50 µM]	0.2%
Ins promoter up	-0.02	-0.91	-0.2	-0.13	-0.94
Ins promoter up cell count	808	1624	1298	1352	1346
Dynein transport	0.054	1.3	0.65	-0.43	-0.073
Dynein transport cytoplasmic EGFP	-0.068	-0.21	-0.21	-0.24	-0.21
Dynein transport nuclear GR-EGFP	0.45	0.23	0.94	-0.47	0.16
Dynein transport cell count	-0.024	-0.7	-1.6	0.38	0.025
P. falciparum M17LAP	2%	-2%	25%	7%	-9%
bCat nuc transl	-2.5	0.3	2.6	-0.5	-2.2
bCat nuc transl cell count 5 µM	1016	1056	1069	1181	1011
